From PubChem BioAssay
BoNT-F LC inh: BoNT/F light chain protease inhibitors, primary screen, biochemical, flow cytometry, MLPCN library | Botulinum neurotoxin type F light chain protease (Clostridium botulinum) | Multiplex microsphere protease cleavage assay | inhibition, % at 10 µM | 360,000 compounds, 0.22% hits | AID 588497, 2011; in the data active = inhibition above about 35%, passing the limit was not always enough; inconclusive = no clear call, values can overlap the other calls; also: plate controls were buffer without enzyme for full effect and enzyme alone for no effect
Anthrax LF prot: Bacillus anthracis LF protease inhibitors, primary screen, biochemical, multiplex microsphere, MLPCN library; inhibition, % at 10 µM; AID 588501, 2011; 360,000 compounds, 0.12% hits; Lethal factor (Bacillus anthracis), P15917; multiplex microsphere protease cleavage assay; also: plate controls were buffer without enzyme for full effect and enzyme alone for no effect
PrPC TRFRET: inhibitors of human cell surface prion protein PrPC, primary screen, cell-based, TR-FRET. TR-FRET read-out. inhibition, % at 13.8 µM. 370,000 compounds, 0.43% hits. AID 720596, 2013; in the data active = inhibition above about 24%; also: 0% = median of the test wells and 100% = reference compound wells
VHR inh abs: VHR1 phosphatase inhibitors, primary screen, biochemical, absorbance, uHTS; inhibition, % at 13.3 µM; AID 1654, 2009; 290,000 compounds, 0.52% hits; recombinant VHR phosphatase, pNPP absorbance; in the data active = inhibition above about 50%; also: some compounds called inactive have numbers as strong as hits
Target sequence (P51452 whole entry, looked up): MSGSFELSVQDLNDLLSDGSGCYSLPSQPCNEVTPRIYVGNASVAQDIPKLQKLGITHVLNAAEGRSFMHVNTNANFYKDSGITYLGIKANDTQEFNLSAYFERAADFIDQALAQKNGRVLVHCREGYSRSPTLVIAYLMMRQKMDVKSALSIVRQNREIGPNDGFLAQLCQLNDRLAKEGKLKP
SSB-PriA inh: inhibitors of Klebsiella pneumoniae PriA binding to SSB C-terminal tail, primary screen, biochemical, AlphaScreen. AlphaScreen SSBct-PriA binding, biotinylated peptide. inhibition, % at 33 µM. 430,000 compounds, 0.6% hits; in the data active = inhibition mostly above about 37%, no sharp cut-off; inactive = mostly below about 20%;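 also: plate controls were negative control peptide for no effect and reference peptide for full effect; strong numbers were not always called active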
CCHFV vOTU inh: CCHFV vOTU protease inhibitors, primary screen, biochemical, Pep-AMC substrate, fluorescence | AID 651958, 2012 | 370,000 compounds, 0.55% hits | inhibition, % at 11.5 µM; in the data active = inhibition above about 30%; also: 0% = vehicle wells with enzyme and 100% = no enzyme wells
SARS 3CLpro inh: SARS-CoV 3CLpro protease inhibitors, primary screen, biochemical, quenched FRET | Replicase polyprotein 1ab (Severe acute respiratory syndrome coronavirus), P0C6X7 | recombinant SARS-CoV 3CLpro, quenched FRET peptide cleavage | inhibition, % at 6 µM | 290,000 compounds, 0.14% hits | AID 1706, 2009; in the data active = inhibition above about 12%
MazF activator: activators of E. coli MazEF toxin-antitoxin RNase, primary screen, biochemical, fluorescence, uHTS | Endoribonuclease toxin MazF (Escherichia coli (strain K12)), P0AE70 | FAM/BHQ RNA-DNA oligo cleavage fluorescence, 5 h | activation, % at 20 µM | 350,000 compounds, 0.32% hits; in the data active = activation above about 50%
Target sequence (P0AE70 whole entry, looked up): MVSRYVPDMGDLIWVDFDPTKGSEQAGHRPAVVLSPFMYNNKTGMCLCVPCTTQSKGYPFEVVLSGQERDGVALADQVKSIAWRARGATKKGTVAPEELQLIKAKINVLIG
BoNT A protease: BoNT/A light chain protease inhibitors, primary screen, biochemical, flow cytometry, MLPCN library. Botulinum neurotoxin type A light chain protease (Clostridium botulinum A str. ATCC 3502). multiplex microsphere protease substrate cleavage. inhibition, % at 10 µM. 360,000 compounds, 0.17% hits; also: plate controls were buffer without enzyme for full effect and enzyme alone for no effect
Rv3671c protease: Rv3671c serine protease inhibitors, primary screen, biochemical, fluorescence polarization, M. tuberculosis H37Rv | 320,000 compounds, 0.048% hits | inhibition, % at 5.96 µM | AID 2606, 2010; in the data active = inhibition above about 38%;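 also: extracellular domain of Rv3671c used as enzyme; 0% = enzyme with DMSO and 100% = no enzyme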
Target sequence (P9WHR9 whole entry, looked up, the tested form may be a part): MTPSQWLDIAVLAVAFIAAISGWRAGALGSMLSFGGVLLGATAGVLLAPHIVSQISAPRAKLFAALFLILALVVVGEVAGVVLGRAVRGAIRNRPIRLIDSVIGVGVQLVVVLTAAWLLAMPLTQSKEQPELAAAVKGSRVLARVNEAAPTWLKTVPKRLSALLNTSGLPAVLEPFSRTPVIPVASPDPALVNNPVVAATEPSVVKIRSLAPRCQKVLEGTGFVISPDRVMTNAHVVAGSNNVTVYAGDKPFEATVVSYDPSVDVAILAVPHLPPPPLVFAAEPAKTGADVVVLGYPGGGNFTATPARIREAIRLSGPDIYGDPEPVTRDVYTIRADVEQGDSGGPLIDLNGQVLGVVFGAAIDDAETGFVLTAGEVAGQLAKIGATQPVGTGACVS
* hit, by the source's call; ? = inconclusive; / = not tested or not shown; & = joins results of further samples. Rule as the data show it, unless noted: active = inhibition above about 30%; inconclusive = no clear call, values can overlap the other calls; inactive = below that. The list is partial; count on the stated rates, not on these rows.

nr	Molecule	BoNT-F LC inh	Anthrax LF prot	PrPC TRFRET	VHR inh abs	SSB-PriA inh
1	CNC(=O)c1cc(Nc2nnc(-c3ccc(O)cc3)c3ccccc23)ccc1OC	4	-2	-27	38	-7
2	O=C(O)c1cccnc1SCc1cn2cc(Br)ccc2n1	18	2	0	11	-13
3	CCOC(=O)N1CCN(C(=O)c2cc(-n3cnnc3)ccc2Cl)CC1	-10	1	4	-4	-10
4	Cn1c(C(=O)Nc2ccc3c(c2)OCO3)cc2c(=O)n(C)c3ccccc3c21	-4	-3	-4	13	-5
5	O=C(CCSc1ccccc1Cl)NNC(=O)c1ccncc1	-6	-2	-3	/	-4
6	COC(=O)c1sc2nc(SCc3ccccc3C#N)n(N)c(=O)c2c1C	-2	-1	2	-8	4
7	CCOC(=O)N1CCN(C(c2cc3ccccc3o2)c2nnnn2C(C)(C)C)CC1 (centres undefined)	1	-1	9	/	/
8	COc1cccc(NC(=O)C2CC(=O)N(Cc3ccc(C)cc3)C2)c1 (centres undefined)	2	-2	0	-2	-1

nr	CCHFV vOTU inh	SARS 3CLpro inh	MazF activator	BoNT A protease	Rv3671c protease
1	8	0	11	0.5	-2
2	0	1	0	2.2	-1
3	5	1	7	1.6	3
4	-5	-1	-1	-0.2	-9
5	-4	/	2	-1.3	-3
6	-17	0	14	0.9	-2
7	2	/	/	0.6	/
8	-4	-9	-7	-2.2	-1

Next section
nr	Molecule	BoNT-F LC inh	Anthrax LF prot	PrPC TRFRET	VHR inh abs	SSB-PriA inh
9	Cc1nn(Cc2ccccc2)c(C)c1C(=O)NC1CCCc2ccccc21 (centres undefined)	-6	6	5	-4	0
10	O=C(N/N=C/c1ccc(N2CCOCC2)cc1)C1COc2ccccc2O1 (centres undefined)	-8	-11	0	2	/
11	Cc1ccc(N2C(=O)SC(Cc3ccccc3)C2=O)cc1 (centres undefined)	-1	-11	2	8	-1
12	Cc1ccc2nc(SCC(=O)N3N=C(c4cccs4)CC3c3ccc(F)cc3)nc(=O)n2c1 (centres undefined)	1	4	2	/	/
13	COc1ccc(NC(=O)CCS(=O)(=O)c2cccc3nonc23)cc1	3	5	-39	26	-3
14	CCc1cc(=O)oc2cc(OC(=O)c3ccco3)ccc12	8	0	2	6	-20
15	O=C(CCC(=O)N1CCOc2ccc(Cl)cc21)NCCN1CCOCC1	4	-4	-6	13	-16
16	COCCNC(=O)c1ccc(-c2ccc(OC)cc2C)c2ccoc12	-2	-8	0	/	/

nr	CCHFV vOTU inh	SARS 3CLpro inh	MazF activator	BoNT A protease	Rv3671c protease
9	-2	2	3	0.7	-6
10	-36	9	6	-1.5	-6
11	6	3	6	-0.3	9
12	11	/	-4	0.8	/
13	17	5	5	0.3	7
14	-404	68*	-4	0.6	-4
15	-1	-1	9	-0.1	0
16	-2	/	/	0.0	/

(further entries)
nr	Molecule	BoNT-F LC inh	Anthrax LF prot	PrPC TRFRET	VHR inh abs	SSB-PriA inh
17	CCCC(=O)N1CCN(c2ccc(NC(=O)c3cccs3)cc2)CC1	-20	-9	-2	8	4
18	N#C/C(=C\c1cccnc1)C(=O)NC1CCCCC1	-1	2	-4	5	-8
19	COc1ccc(C2CC(c3cccs3)=NN2C(=O)CSc2nc(=O)n3ccc(C)cc3n2)cc1 (centres undefined)	0	0	-2	/	2
20	O=C(COC(=O)Cn1c(C(F)(F)F)nc2ccccc21)Nc1ccc2c(c1)OCCO2	-8	-1	-6	-16	-7
21	CCCNC(=O)c1cc(C2CCCCN2C(=O)c2cccs2)on1 (centres undefined)	-4	-7	0	/	/
22	O=C(c1cc(C2CC2)nn1-c1ccccc1)N1CCN(c2ccccc2O)CC1	-8	-8	-4	/	9
23	CCn1c(=O)c(C(=O)CN2CCCc3ccccc32)c(N)n(Cc2ccccc2)c1=O	2	12	0	-4	-8
24	Cn1cccc1CC(=O)N/N=C\c1ccccc1	-2	-11	0	11	/

nr	CCHFV vOTU inh	SARS 3CLpro inh	MazF activator	BoNT A protease	Rv3671c protease
17	-4	4	0	1.6	4
18	-19	5	0	0.2	1
19	8	/	-12	-0.5	-8
20	-2	2	5	-0.8	-1
21	-4	/	/	-0.2	/
22	4	/	4	-0.8	6
23	9	-3	9	?	-1
24	15	0	-15	-0.9	-4

Carrying on:
nr	Molecule	BoNT-F LC inh	Anthrax LF prot	PrPC TRFRET	VHR inh abs	SSB-PriA inh
25	CCC(C)C(=O)Nc1nc(-c2ccc3c(c2)NC(=O)CO3)cs1 (centres undefined)	6	-2	7	-5	-5
26	O=C(CCNC(=O)c1ccc(Br)o1)NCc1ccccc1Cl	2	1	-3	-10	-17
27	Cc1ccc2nc(N(CCCN(C)C)C(=O)CCc3ccccc3)sc2c1	-3	-2	-1	8	3
28	O=C(Nc1cccnc1)c1cccc(NC(=O)c2ccco2)c1	-12	1	4	-5	0
29	O=c1[nH]c2ccc(S(=O)(=O)Nc3ccc(Cl)cc3)cc2o1	-6	-2	2	7	1
30	COc1ccc(CN2CCC(C)(Oc3ccc(C(C)=O)cc3)C2)c2ccccc12 (centres undefined)	-8	-3	-14	/	/
31	COC(=O)C(C(=O)Nc1ccc(OC)cc1)C1CCCCCC1 (centres undefined)	-8	1	2	-23	-5
32	Clc1ccc2c(N/N=C/c3ccc(Br)cc3)ccnc2c1	1	-1	-5	10	/

nr	CCHFV vOTU inh	SARS 3CLpro inh	MazF activator	BoNT A protease	Rv3671c protease
25	-10	-6	4	0.4	-6
26	-19	-1	1	0.9	3
27	-2	1	16	-0.1	0
28	-3	-5	3	-0.1	-7
29	-4	0	2	-4.9	/
30	12	/	/	-0.4	/
31	1	-3	0	-0.7	-4
32	9	6	41	0.6	26

Next part:
nr	Molecule	BoNT-F LC inh	Anthrax LF prot	PrPC TRFRET	VHR inh abs	SSB-PriA inh
33	O=C(NC1CCCC1)C1c2ccccc2OCC(=O)N1CCc1ccccc1 (centres undefined)	-9	5	4	/	/
34	O=C(COC(=O)/C=C/c1ccccc1)NC1CCCC1	-12	-2	1	/	-11
35	COc1ccc(CC(=O)NCc2nnc(SCC(=O)Nc3ccccc3)n2C)cc1	-4	-1	9	11	-15
36	CN(c1ccc(OC(=O)c2ccc(-n3cncn3)c([N+](=O)[O-])c2)cc1)S(=O)(=O)c1ccccc1	-9	0	-6	/	1
37	C=CC[C@@H](CC(=O)N(CCO)Cc1ccccc1)C(=O)N[C@H](COC(=O)[C@@H](CC=C)Cc1ccc(F)cc1)c1ccccc1	-1	-5	0	/	-2
38	COc1ccccc1C(=O)NNC(=O)C1CCN(C(=O)OC(C)(C)C)CC1	-2	-2	-2	8	-12
39	c1ccc(OCc2nn3c(-c4ccncc4)nnc3s2)cc1	-5	-1	9	11	-5
40	O=C(O)c1[nH]c2ccc([N+](=O)[O-])cc2c1-c1ccccc1	8	-4	-5	5	0

nr	CCHFV vOTU inh	SARS 3CLpro inh	MazF activator	BoNT A protease	Rv3671c protease
33	-2	/	/	0.4	/
34	8	/	9	-2.2	5
35	2	4	5	-0.3	4
36	-14	/	-3	-1.8	-1
37	26	/	-8	-0.3	-11
38	-1	1	11	-2.1	-3
39	7	-1	-6	-4.2	5
40	5	7	-9	1.3	-4

Single records (already shown). Order of values: BoNT-F LC inh | Anthrax LF prot | PrPC TRFRET | VHR inh abs | SSB-PriA inh | CCHFV vOTU inh | SARS 3CLpro inh | MazF activator | BoNT A protease | Rv3671c protease
Profile of O=C(COC(=O)/C=C/c1ccccc1)NC1CCCC1 = -12 | -2 | 1 | / | -11 | 8 | / | 9 | -2.2 | 5
Profile of C=CC[C@@H](CC(=O)N(CCO)Cc1ccccc1)C(=O)N[C@H](COC(=O)[C@@H](CC=C)Cc1ccc(F)cc1)c1ccccc1 = -1 | -5 | 0 | / | -2 | 26 | / | -8 | -0.3 | -11
Profile of COc1ccc(CC(=O)NCc2nnc(SCC(=O)Nc3ccccc3)n2C)cc1 = -4 | -1 | 9 | 11 | -15 | 2 | 4 | 5 | -0.3 | 4

The listing continues.
nr	Molecule	BoNT-F LC inh	Anthrax LF prot	PrPC TRFRET	VHR inh abs	SSB-PriA inh
41	COc1ccc(CN(C(=O)Cn2nnc(-c3ccc(C)o3)n2)C(C(=O)NCC2CCCO2)c2ccco2)cc1 (centres undefined)	1	1	-5	0	-7
42	CCOC(=O)c1nn(-c2ccc(Cl)cc2)cc1O	-6	1	2	2	2
43	COC(=O)C1=C(C(=O)OC)[C@@H]2N(C)c3ccc(OC)cc3[C@@]23C[C@@H](C(=O)OC)N(S(=O)(=O)c2ccc(OC)cc2)C3=N1	-5	2	-10	22	30
44	CC(C)c1ccc(NS(=O)(=O)c2ccc(-n3cccn3)cc2)cc1	1	0	11	-6	-16
45	CCN1CCN(c2cc(=O)n(-c3cc(Cl)ccc3C)c(=O)[nH]2)CC1	-11	-8	5	10	-14
46	COc1ccc(-c2n(CC(=O)OC3CC(C)CCC3C(C)C)c3ccccc3[n+]2C)cc1 (centres undefined)	-5	0	4	-4	3
47	N#CCCn1cc(/C=C/C(=O)O)c(-c2ccc(F)cc2)n1	5	-9	-1	18	-13
48	CCOC(=O)C1(Cc2ccccc2)CCCN(C(=O)C=C(C)C)C1 (centres undefined)	?	-11	-4	1	2

nr	CCHFV vOTU inh	SARS 3CLpro inh	MazF activator	BoNT A protease	Rv3671c protease
41	-12	2	6	-0.3	0
42	-3	-1	-4	0.4	-21
43	-2	/	8	0.0	0
44	10	6	7	-2.2	-9
45	1	4	7	-0.6	4
46	-3	5	12	0.3	/
47	-11	0	5	-1.0	4
48	1	0	2	6.5	-2

Next section
nr	Molecule	BoNT-F LC inh	Anthrax LF prot	PrPC TRFRET	VHR inh abs	SSB-PriA inh
49	CC(=O)c1c(C)[nH]c(C(=O)NCCC2=CCCCC2)c1C	-5	1	7	2	-9
50	CC(C)(CO)NS(=O)(=O)c1ccc2c(c1)C(=NO)c1cc(S(=O)(=O)NC(C)(C)CO)ccc1-2	-2	-6	-15	2	-6&1
51	Cc1ccc(Cl)cc1N(CC(=O)N1CCOCC1)S(C)(=O)=O	0	18	4	12	3
52	CCOc1nc(Nc2ccc(Cl)cc2)nc(OCC)n1	-7	0	15	25	1
53	O=C(C1CCCO1)N1CCN(S(=O)(=O)c2ccc(Cl)cc2)CC1 (centres undefined)	4	-2	-1	10	-18
54	C=CCNc1ncnc2c1[nH]c1ccc(C)cc12	0	-6	12	21	0
55	O=C(COC(=O)c1cccc(Br)c1)NC(=O)NC1CCCC1	/	/	9	/	-6
56	Cc1nc2[nH]c(=S)[nH]c(=O)c2nc1C	-3	-2	0	/	-2
57	O=C(c1ccc2c(c1)N(Cc1ccc(F)cc1)C(=O)c1ccccc1S2(=O)=O)N1CCN(c2ccccn2)CC1	-3	-1	6	2	14
58	Cc1ccc(NC(=O)c2cn(-c3cccc(C)n3)cn2)cc1	2	-1	-2	11	-23

nr	CCHFV vOTU inh	SARS 3CLpro inh	MazF activator	BoNT A protease	Rv3671c protease
49	6	-2	-1	0.6	-2
50	-3	-1	-22	-0.6	-44
51	-7	1	10	1.2	-2
52	2	0	6	1.1	-4
53	-5	-4	4	1.2	-1
54	-33	2	5	-0.6	12
55	4	/	-3	/	/
56	-14	/	2	-0.2	/
57	-17	4	2	0.3	-2
58	9	-2	6	0.1	-1
